CCHFV vOTU inh: blocks the CCHF virus ovarian tumor domain protease; CCHFV vOTU protease, Pep-AMC fluorescence; inhibition, % at 11.5 µM; 370,000 tested, 0.55% active; AID 651958; in the data active = inhibition above about 30%; also: 0% = vehicle wells with enzyme and 100% = no enzyme wells
TcdB inh: blocks C. difficile toxin B glycohydrolase activity; TcdB glycohydrolase enzymatic assay, plate reader; P18177; inhibition, % at 9.99 µM; 350,000 tested, 0.24% active; AID 652162; in the data active = inhibition above about 10%
Active calls of the source: *; & = joins results of further samples. Not all compounds are listed; the hit share may differ from the screen's.

Structure	CCHFV vOTU inh	TcdB inh
CCSc1n[nH]c(=O)n1C	20.4	0.5
COC(=O)C[C@@H]1C=C[C@H](NC(=O)c2cnccn2)[C@@H](CO)O1	-8.3	0.9
COC(=O)C1=C(C)N(Cc2cccc(C(F)(F)F)c2)C(=NCc2ccc3c(c2)OCO3)NC1c1ccccc1 (stereo not drawn)	3.0	-0.2
O=C(N[C@H](Cc1ccccc1)C(=O)O)[C@H]1O[C@@H](n2ccc(=O)[nH]c2=O)[C@H](O)[C@@H]1O	11.9	0.7
COc1ccc(-n2nnnc2C2(C)CCC(=O)N2Cc2ccccc2)cc1 (stereo not drawn)	14.7	1.2
O=C(NCC(F)(F)F)C1C(=O)Nc2ccccc2C(=O)N1C1CCCC1 (stereo not drawn)	-4.8	-0.8
CCC(CC)C(C(=O)NCc1ccccc1)N1CCN(c2cccc(C)c2C)CC1 (stereo not drawn)	-3.2	1.2
COC(=O)[C@]12CCCCC=C1N(Cc1ccc3c(c1)OCO3)C(=O)[C@H](CC(=O)N1CCN(C(=O)C3CC3)CC1)C2	-7.9	-1.2
CCOC(=O)[C@]12CCCC=C1N(Cc1ccccc1)C(=O)[C@H](CC(=O)NCc1ccccc1)C2	11.3	0.0
COc1cccc(C(C(=O)NCc2ccccc2)N2CCN(c3ccccc3F)CC2)c1OC (stereo not drawn)	11.3	-0.1
C=CCC(NC(=O)N(C)C)(C(=O)OC)C(C)O (stereo not drawn)	-3.1	0.2
CC(C)(C)OC(=O)N1CCC2CCN(CCc3ccccc3)CC21 (stereo not drawn)	7.6	1.3

Looked up by compound from the list above:
Structure	CCHFV vOTU inh	TcdB inh
COc1ccc(-n2nnnc2C2(C)CCC(=O)N2Cc2ccccc2)cc1 (stereo not drawn)	14.7	1.2
COC(=O)[C@]12CCCCC=C1N(Cc1ccc3c(c1)OCO3)C(=O)[C@H](CC(=O)N1CCN(C(=O)C3CC3)CC1)C2	-7.9	-1.2

The listing continues:
Structure	CCHFV vOTU inh	TcdB inh
O=C(N[C@H](C(=O)N1CCC[C@H]1C(=O)NCCc1ccccc1Cl)C1CCCCC1)c1cccs1	6.4	-3.4
CC(C)[C@@H](C)/C=C/[C@@H](C)[C@H]1CC[C@@H]2[C@]1(C)CCC1[C@]23C=C[C@]2(C[C@@H](O)CC[C@]12C)N(C(=O)Cc1ccccc1)O3 (stereo partly drawn)	-4.6	-0.4
O=S1(=O)c2c(cccc2N2CCCCC2)O[C@H](COCc2ccccc2)CN1C1CC1	11.1	1.2
CN1CCCCC(NC(=O)c2cccc(F)c2)C1=O (stereo not drawn)	-6.9	0.1
Nc1[nH]c(C(=O)c2ccccc2)c(-c2ccc(Cl)c(Cl)c2)c1C(=O)NCCc1c[nH]c2ccccc12	12.8	1.2
CCCCCNC(=O)C(c1cccc2ccccc12)n1c(=O)c(-c2ccccc2)nc2ccccc21 (stereo not drawn)	8.4	0.7
Cc1ccc2c(c1)-n1c(nc3cc(Cl)ccc3c1=O)C(CC(C)C)NC2=O (stereo not drawn)	0.1	0.5
CC1(C(=O)NCc2ccccc2)CN(S(C)(=O)=O)CC(=O)N1C1CC1 (stereo not drawn)	-3.8	1.3
C=CCN1C(=O)N(Cc2ccccc2)c2ccccc2S1(=O)=O	0.6	0.1
C[C@H]1CN(C(=O)OC(C)(C)C)CCN1c1ccc(Br)c(C#N)c1	5.2	1.2
COC(=O)c1cc(=O)nc(NN=Cc2ccccc2)s1	-0.6	-0.2
CCCCCCCCN1C(=O)[C@H](CC(=O)NCC2CCCCC2)C[C@@]2(C(=O)OC)CC(C)(C)CC=C12	25.9	-0.1
COc1ccccc1Cc1c(C(C)(C)C)nc2c(C)cc(Br)cn12	4.5	0.4
c1ccc(C[C@H]2COc3c4ccccc4nn32)cc1	-4.8	0.9
COc1ccc(OC)c(S(=O)(=O)NCC2CCN(C(=O)C(=O)c3cccs3)CC2)c1	7.0	0.1
Cc1ccc(S(=O)(=O)N[C@H](CNCc2ccccc2)C(C)C)cc1	4.6	1.0
O=C(NCc1ccccc1)C1C(c2ccccc2)=Nc2ccccc2N1C(=O)c1cnccn1 (stereo not drawn)	20.0	0.3
CCNC(=O)C[C@@H]1CC[C@H]2[C@@H](COC[C@H](O)CN2C(=O)C2CC2)O1	-0.7	-0.4&0.5
CCCCOCC1CN(CCCC)S(=O)(=O)c2c(Oc3ccc(OC)cc3)cccc2O1 (stereo not drawn)	28.2	0.9
CCOC(=O)C1=CC[C@@H](c2cccc(Br)c2)N(S(=O)(=O)c2ccc(F)cc2)[C@H]1c1cccc(Cl)c1	17.3	-8.5
COC(=O)[C@@]12C[C@@H](CC(=O)NCc3ccccc3)C(=O)N(Cc3ccccc3)C1=CCC(C)(C)C2	8.5	3.0
COC(=O)C1=C(C)N(Cc2ccccc2C(F)(F)F)C(=NCc2ccc(OC)cc2)NC1CCc1ccccc1 (stereo not drawn)	15.0	0.4
C[C@H]1CN([C@@H](C)CO)C(=O)CCCn2cc(nn2)CO[C@@H]1CN(C)C(=O)Oc1cccc2ccccc12	9.5	-4.9&1.0
COC(=O)CCC[C@H](C)[C@@H](NS(=O)(=O)c1ccc(C)cc1)C(C)(C)C	9.4	0.9
C[C@H](CO)N1C[C@H](C)[C@@H](CN(C)C(=O)Nc2ccnc(N3CCOCC3)c2)OCc2cn(nn2)CCCC1=O	-0.7	0.8&2.6
CCCCc1c(-c2ccccc2OC)ncn1Cc1ccccc1	19.2	3.0
COC(=O)[C@]12C[C@H](CC(=O)N3CCCCC3)C(=O)N(Cc3ccc4c(c3)OCO4)C1=C[C@H](C(C)(C)C)O[C@@H]2C	12.2	0.9
CCCNC(=O)N1C[C@H](O)COC[C@H]2O[C@@H](CC(=O)N[C@@H]3CCN(Cc4ccccc4)C3)CC[C@@H]21	0.5	-6.0&-0.4
O=S1(=O)N[C@H](Cc2ccccc2)COc2cccc(N3CCCCC3)c21	14.2	1.6
COC(=O)[C@@]12C[C@@H](CC(=O)NCc3ccc(OC)c(OC)c3)C(=O)N(CCc3ccc(OC)c(OC)c3)C1=CCC(C)(C)C2	30.5*	0.5
Cc1cccc(N2CCN(C3C(=O)Nc4ccccc4-n4nnnc43)CC2)c1C (stereo not drawn)	0.5	0.8
COC(=O)[C@@]12C[C@@H](CC(=O)NCc3ccc(OC)c(OC)c3)C(=O)N(Cc3cccc4ccccc34)C1=CCC(C)(C)C2	13.9	1.5
O=C(NCc1ccccc1)C(c1cc2ccccc2o1)n1c(=O)c(-c2ccccc2)nc2ccccc21 (stereo not drawn)	-4.6	0.4
CON(C)C(=O)C(C)(C)CC#CCN(CC#Cc1ccccc1)S(=O)(=O)c1ccc(C)cc1	6.9	0.7
COc1ccccc1CCn1cnc(-c2cccc(F)c2)c1CC(C)C	21.9	0.4
COc1ccccc1CCn1cnc(-c2ccc(F)cc2)c1C(C)C	19.4	1.0
CC(C)CNc1cccc2c1S(=O)(=O)N(Cc1ccc(F)cc1)[C@@H](C)[C@H](c1ccccc1)O2	10.3	-2.8
COc1ccccc1CCn1cnc(-c2ccccc2)c1C(C)C	15.0	2.1
CC1(C(=O)Nc2ccc3c(c2)OCCO3)CSCC(=O)N1CC(F)(F)F (stereo not drawn)	13.7	0.7
COC(=O)c1cc(S(=O)(=O)NCC2CCN(C(=O)C(=O)c3cccs3)CC2)cs1	18.8	-0.1
O=C(C[C@@H]1CC[C@@H]2[C@H](COC[C@H](O)CN2C(=O)Nc2ccc(F)cc2)O1)NCCc1ccncc1	6.3	0.3
COC(=O)/C=C1\OCc2c(F)cccc21	-5.6	0.0
CCCCCCCCN1C(=O)[C@@H](CC(=O)NCCCOC)C[C@@]2(C(=O)OC)C1=C[C@H](C1CCCC1)O[C@@H]2C	26.2	1.4
C[C@@H]1CN(c2ccc(N3CCNC[C@H]3C)cc2C#N)CCN1Cc1ccccc1	13.4	1.4
COC(=O)C[C@@H]1C=C[C@H](NC(=O)Nc2ccc(OC)cc2)[C@@H](CO)O1	11.3	2.2
Cc1cc(C)c2cc(C#N)c(NCCNC(=O)c3ccncc3)nc2c1	-8.6	1.1
Cc1ccc(C)c([N+](=O)[O-])c1	3.1	-0.6
CCCCCNC(=O)C(c1cc2ccccc2o1)n1c(=O)c(-c2ccccc2)nc2ccccc21 (stereo not drawn)	8.2	1.0
O=C(NN=Cc1ccco1)C(=O)Nc1cccc(C(F)(F)F)c1	3.1	2.5
CCCCNc1cccc2c1S(=O)(=O)N[C@H](C)CO2	-6.8	1.1
COC(=O)[C@@]12C[C@@H](CC(=O)NCC3CCCCC3)C(=O)N(CCc3ccc(OC)c(OC)c3)C1=CCC(C)(C)C2	28.9	0.5
O=C(C(=O)N1CCC(CNS(=O)(=O)c2ccccc2)CC1)c1cc2ccccc2o1	-0.8	0.4
Cc1ccc(S(=O)(=O)N2[C@H](CC(=O)c3ccccc3)OC[C@@H]2C(C)C)cc1	-1.3	1.2
Cc1cc(C)cc([C@H]2C[C@]34CN(Cc5ccccc5)S(=O)(=O)[C@H]3C[C@H]2O4)c1	6.1	1.7
COc1ccc(CN2C[C@H](COCc3ccccc3)Oc3cccc(Oc4ccc(C(C)C)cc4)c3S2(=O)=O)cc1	-3.4	-0.9
COC(=O)C[C@H]1CC[C@H]2[C@H](COc3ccc(NC(=O)C4CC4)cc3C(=O)N2C)O1	-3.4	-0.9
C[C@H](O)[C@@H]1C(=O)N2CCc3c([nH]c4cccc(-c5ccccc5)c34)[C@@H]2C[C@@H]1N(C)C(=O)OCc1ccccc1	-30.1	0.8
O=S1(=O)c2ccc(Br)cc2OCCC2CCCCN21 (stereo not drawn)	-5.9	0.5
Cc1cc2c(c(=O)o1)[C@@]1(C(=O)N(C)c3cccc(Br)c31)C1=C(CCCC1=O)O2	-1.2	1.9
CCN=C1NC(CCc2ccccc2)C(C(=O)OC)=C(C)N1Cc1ccccc1C(F)(F)F (stereo not drawn)	5.5	0.8

Some of the entries so far, with each value named.
C=CCC(NC(=O)N(C)C)(C(=O)OC)C(C)O (stereo not drawn)
- CCHFV vOTU inh: -3.1
- TcdB inh: 0.2
CC(C)(C)OC(=O)N1CCC2CCN(CCc3ccccc3)CC21 (stereo not drawn)
- CCHFV vOTU inh: 7.6
- TcdB inh: 1.3
O=C(N[C@H](C(=O)N1CCC[C@H]1C(=O)NCCc1ccccc1Cl)C1CCCCC1)c1cccs1
- CCHFV vOTU inh: 6.4
- TcdB inh: -3.4
CC(C)[C@@H](C)/C=C/[C@@H](C)[C@H]1CC[C@@H]2[C@]1(C)CCC1[C@]23C=C[C@]2(C[C@@H](O)CC[C@]12C)N(C(=O)Cc1ccccc1)O3 (stereo partly drawn)
- CCHFV vOTU inh: -4.6
- TcdB inh: -0.4

The listing continues.
Structure	CCHFV vOTU inh	TcdB inh
C=CCN=C1NC(c2ccc(C(F)(F)F)cc2)C(C(=O)OC)=C(C)N1Cc1ccccc1C(F)(F)F (stereo not drawn)	18.3	0.6
Cc1cc2c(nc1C)CCCN2S(=O)(=O)c1ccc(F)cc1	-6.0	7.5
CCOC1=C2[C@@H](CN(S(=O)(=O)c3ccccc3C)[C@H]2c2ccc(Cl)cc2)[C@H]2C(=O)N(C3CCCCC3)C(=O)[C@H]2C1	24.2	1.5
CCCCCCCCN1C(=O)[C@@H](CC(=O)NCCCOCCCC)C[C@@]2(C(=O)OC)C1=C[C@H](C(C)(C)C)O[C@@H]2C	16.4	0.0
CCOC(=O)C1CSCCS(=O)(=O)N1Cc1ccc(F)cc1F (stereo not drawn)	0.1	1.9
COc1ccc(C(=O)c2[nH]c(N)c(C(=O)NCCc3c[nH]c4ccccc34)c2-c2ccccc2C(F)(F)F)cc1	16.8	-0.3
COC(=O)c1cc2c(c3c4cc(F)ccc4n(S(=O)(=O)c4cccc(C)c4)c13)C(=O)N(Cc1ccco1)C2	5.1	1.2
COC(=O)[C@]12CCCCC=C1N(CCc1ccc(OC)c(OC)c1)C(=O)[C@H](CC(=O)NCCc1ccccc1OC)C2	0.0	1.3
Cc1cccc(N2CCN(C(C(=O)NCc3ccccc3)c3ccc(C(F)(F)F)cc3)CC2)c1C (stereo not drawn)	6.2	-0.3
COc1ccccc1C(=O)N1CCN(C(=O)[C@H]2O[C@@H](n3cnc(C(N)=O)n3)[C@H](O)[C@@H]2O)CC1	3.7	-0.3
COCc1cc(N2CCNC[C@H]2C)ccc1N1CCN(Cc2ccccc2)[C@H](C)C1	1.8	0.8
CCCCOCCCNC(=O)C[C@H]1C[C@@]2(C(=O)OC)C(=C[C@H](C(C)(C)C)O[C@@H]2C)N(Cc2ccccc2)C1=O	27.7	2.2
C[C@H](O)[C@@H]1C(=O)N2CCc3c([nH]c4c(-c5ccccc5)cccc34)[C@@H]2C[C@@H]1N(C)C(=S)Nc1ccc(C#N)cc1	-13.1	1.4
Cc1cc(C)c(O)c(C(=O)CC2CC(=O)NC(=O)C2)c1	1.8	1.9
CCCCCCCCN1C(=O)[C@H](CC(=O)NCC2CCCCC2)C[C@@]2(C(=O)OCC)CCC=C12	16.3	-0.3
Clc1ccc([C@H]2CC3CCC2N3)cn1 (stereo partly drawn)	10.0&8.5	-1.2&-1.4
C[C@@H]1C=CCCO[C@]12C(=O)N(CC1CC1)c1ccccc12	4.0	0.1

Source: PubChem
